Source: PubChem
F508del corr: CFTR F508del correction in bronchial cells; CFBE cells, YFP halide quenching; stimulated with forskolin plus potentiator P3; % fluorescence drop versus neutral controls; hit rate 0.36% among 350,000; activity (quench increase), % at 7.58 µM;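 active = mean added fluorescence quench of at least 8% versus neutral control, with both replicates also reaching 8%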;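 also: cells transiently co-express mutant CFTR-F508del with the halide-sensitive YFP; corrector assay measuring rescue of mutant channel to the surface after 24 h compound exposure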
GSIS activator: GLuc luminescence reporter in INS-1E cells, primary screen for activators of glucose-dependent secretion of insulin | INS-1E GLuc reporter insulin secretion, 2-3 h | activation, % at 16.6 µM | hit rate 0.61% among 370,000 | AID 743287;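 active = lowest replicate activation of at least 40%, so every replicate reaches that level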;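 also: 0% = median of neutral control wells and 100% = median of IBMX positive control wells; some compounds called inactive have numbers as strong as hits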
PglD DTNB: PglD (C. jejuni) enzyme inhibition. hit rate 0.098% among 360,000. inhibition, % at 12.5 µM. AID 602405. purified PglD enzyme, DTNB colorimetric CoA detection; in the data active = inhibition above about 16%, passing the limit was not always enough; also: strong numbers were not always called active
Cneo AK release: Cryptococcus neoformans lysis via adenylate kinase release; C. neoformans lysis, adenylate kinase release luminescence, 4 h; normalised: neutral wells 0, clomiphene wells 100; lysis activity, % at 15 µM; hit rate 0.2% among 360,000; AID 651654;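 active = mean lysis activity across replicates of at least 80%, whatever share of replicates individually reach that level; inactive = mean lysis activity below 80%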
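read-out = cell lysis signal | test system = log-phase Cryptococcus neoformans yeast cells | input = cells at 5 × 10^6 per mL | medium = fresh YPD growth medium | signal = luminescent adenylate kinase detection reagent | timing = 4 h at 37 °C static, read 1 h later | dosing = single dose | controls = Clomiphene as positive lysis control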
C2C12 statin: suppression of simvastatin myotoxicity; C2C12 myotubes + simvastatin, ATP luminescence, 48 h; scaled: DMSO 0, geranylgeraniol control 100; rescue of ATP level, % at 7.49 µM; hit rate 0.78% among 330,000;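 active = mean ATP rescue above about 67%, or every replicate alone reaching that limit, limit read from the data, passing the limit was not always enough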;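 also: myotubes were challenged with 10 µM simvastatin during compound exposure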
PGC1a acetyl inh: lowers PGC1a acetylation signal in U2OS cells | AlphaScreen anti-acetyl-lysine; with virally co-expressed GCN5 acetyltransferase | inhibition, % at 15.6 µM | hit rate 0.17% among 350,000;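 active = every replicate shows inhibition of at least 40%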;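 also: 0% = neutral control wells and 100% = positive control wells; some results beyond the cut were filed as inactive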
miR-122 sensor: miR-122 inhibition in Huh7 cells. Huh7 miR-122 Renilla luciferase sensor, 48 h; neutral wells = 0, positive control = 100. activation (reporter increase), % at 12.5 µM. hit rate 0.3% among 340,000. AID 602342;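 active = mean replicate activation score at least 90 and every replicate individually at or above 90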;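 also: higher luciferase means less miR-122 activity so hits act as miR-122 inhibitors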
FN deposit inh: fibronectin deposition inhibition; AH1F fibroblasts, Alexa488-fibronectin deposition fluorescence, overnight; inhibition, % at 12.6 µM; hit rate 0.086% among 350,000; AID 743247;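 active = mean inhibition across replicates of 30% or more, regardless of how many single replicates reach that level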;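 also: positive control wells lacked labelled fibronectin entirely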
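Material – AH1F fibroblast monolayer, labelled fibronectin deposition · Reagent – labelled fibronectin 24 nM · Timing – 1 h adhesion, overnight exposure · Measured by – fluorescence at 485 nm excitation, 525 nm emission · Read-out – inhibition of fibronectin deposition signal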
* hit, by the source's call; [ ] = remark or other dose.

Results for COc1ccc(CN(C)C[C@H]2Oc3c(NC(=O)Nc4ccc(F)cc4)cccc3C(=O)N([C@@H](C)CO)C[C@H]2C)cc1 ?
F508del corr: 2.2; GSIS activator: -16; PglD DTNB: -5; Cneo AK release: 1; C2C12 statin: -45; PGC1a acetyl inh: 4; miR-122 sensor: -1[16.7 µM]

Results for Cc1ccccc1-c1nc(CS(=O)CC(=O)NCCCN(C)c2ccccc2)c(C)o1 (stereo not given) ?
GSIS activator: -16; PglD DTNB: -2; C2C12 statin: -3; PGC1a acetyl inh: 3; miR-122 sensor: -5; FN deposit inh: 1

Results for CC(C)C(=O)NC(C)C(c1cccs1)N1CCN(C)CC1 (stereo not given) ?
F508del corr: 0.8; GSIS activator: 7; PglD DTNB: 3; Cneo AK release: -2; C2C12 statin: -12; PGC1a acetyl inh: -7; miR-122 sensor: -2

How did CN1CC=C2C(C#N)=C(N)C(C#N)(C#N)[C@H](c3cccc(Cl)c3)C2C1 (stereo not given in full) do in these assays?
PglD DTNB: -7; Cneo AK release: 1; C2C12 statin: -12; PGC1a acetyl inh: -14; miR-122 sensor: 5

How did CC(=O)c1ccc(NC(=O)CCn2c(=O)oc3ccccc32)cc1 do in these assays?
PglD DTNB: 2; Cneo AK release: 10; C2C12 statin: 1; PGC1a acetyl inh: -8; miR-122 sensor: -4; FN deposit inh: 0

Results for O=C(NCCN1CCN(c2cccc(Cl)c2)CC1)C1CCCN(S(=O)(=O)c2cnc[nH]2)C1 (stereo not given) ?
F508del corr: -1.1; GSIS activator: 4; PglD DTNB: -4; Cneo AK release: 1; C2C12 statin: -3; PGC1a acetyl inh: 4; miR-122 sensor: 8; FN deposit inh: -4

How did CCNC[C@@H]1[C@H](c2ccc(-c3ccc(F)cc3)cc2)[C@H](CO)N1S(C)(=O)=O do in these assays?
F508del corr: -1.5; GSIS activator: 3; PglD DTNB: -1; Cneo AK release: -2; C2C12 statin: 4; PGC1a acetyl inh: -9; miR-122 sensor: 0[16.7 µM]; FN deposit inh: -6

Results for COc1ccccc1-c1cnc2c(c1)C(=O)N([C@@H](C)CO)C[C@@H](C)[C@H](CN(C)CC1CCOCC1)O2 ?
F508del corr: 4.4; GSIS activator: 10; PglD DTNB: 4; Cneo AK release: 0; C2C12 statin: -1; PGC1a acetyl inh: 1; miR-122 sensor: -4[16.7 µM]

How did COc1ccc(OC)c(-n2cnc3cc(C(=O)O)ccc32)c1 do in these assays?
PglD DTNB: -1; Cneo AK release: 1; C2C12 statin: 6; PGC1a acetyl inh: -3; miR-122 sensor: -1

What do the screens show for `COCCCNC(=O)COc1ccc(S(=O)(=O)Nc2ccccc2)cc1`?
GSIS activator: 4; PglD DTNB: 3; Cneo AK release: 0; PGC1a acetyl inh: 2; miR-122 sensor: 17

What do the screens show for `CCc1ccc(C(=O)CN2C(=O)NC3(CCCCCC3)C2=O)cc1`?
F508del corr: -1.7; GSIS activator: 5; PglD DTNB: 0; Cneo AK release: 2; C2C12 statin: -70; miR-122 sensor: -2; FN deposit inh: 3

What do the screens show for `N#CCC(=O)N/N=C/c1cn(Cc2ccccc2C#N)c2ccccc12`?
F508del corr: 3.5; PglD DTNB: 5; Cneo AK release: 3; C2C12 statin: 0; PGC1a acetyl inh: -10; miR-122 sensor: -1; FN deposit inh: 5

What do the screens show for `CCCN(C)C[C@@H]1Oc2cc(C3=CCCC3)ccc2S(=O)(=O)N([C@@H](C)CO)C[C@H]1C`?
F508del corr: -1.2; GSIS activator: -6; C2C12 statin: -31; PGC1a acetyl inh: -7; miR-122 sensor: 8[16.7 µM]

Results for O=C(CN1C(=O)COc2ccccc21)N1CCc2ccccc2C1 ?
PglD DTNB: -3; Cneo AK release: -7; C2C12 statin: -7; PGC1a acetyl inh: -2; miR-122 sensor: 0; FN deposit inh: 3

How did COC(=O)c1ccc(/C=N/OCC(=O)NC2CCCCCCC2)cc1 do in these assays?
PglD DTNB: 1; Cneo AK release: -1; PGC1a acetyl inh: -3; miR-122 sensor: 163*

Already shown: an excerpt of the list.
Results for CC(C)C(=O)NC(C)C(c1cccs1)N1CCN(C)CC1 (stereo not given) ?
F508del corr: 0.8; GSIS activator: 7; PglD DTNB: 3; Cneo AK release: -2; C2C12 statin: -12; PGC1a acetyl inh: -7; miR-122 sensor: -2

How did CN1CC=C2C(C#N)=C(N)C(C#N)(C#N)[C@H](c3cccc(Cl)c3)C2C1 (stereo not given in full) do in these assays?
PglD DTNB: -7; Cneo AK release: 1; C2C12 statin: -12; PGC1a acetyl inh: -14; miR-122 sensor: 5

How did CC(=O)c1ccc(NC(=O)CCn2c(=O)oc3ccccc32)cc1 do in these assays?
PglD DTNB: 2; Cneo AK release: 10; C2C12 statin: 1; PGC1a acetyl inh: -8; miR-122 sensor: -4; FN deposit inh: 0

Results for O=C(NCCN1CCN(c2cccc(Cl)c2)CC1)C1CCCN(S(=O)(=O)c2cnc[nH]2)C1 (stereo not given) ?
F508del corr: -1.1; GSIS activator: 4; PglD DTNB: -4; Cneo AK release: 1; C2C12 statin: -3; PGC1a acetyl inh: 4; miR-122 sensor: 8; FN deposit inh: -4

Carrying on:
What do the screens show for `CC(=O)N/C(=C\c1ccccc1)C(=O)OC(C)C(=O)NCc1ccccc1` (stereo not given)?
F508del corr: 0.9; GSIS activator: 24; PglD DTNB: 4; Cneo AK release: 1; C2C12 statin: 11; PGC1a acetyl inh: 3; FN deposit inh: -1

Results for CC12CCC(=O)C=C1CCC1C2CCC2(C)C1CC1C3C(=O)N(Cc4ccccc4)C(=O)C3CC(=O)C12 (stereo not given) ?
F508del corr: 1.1; PglD DTNB: 2; Cneo AK release: -2; C2C12 statin: -11; PGC1a acetyl inh: -2; FN deposit inh: 8

How did Cc1ccc(C)c2[nH]c(=O)c(CN(Cc3ccco3)C(=S)NCC3CCCO3)cc12 (stereo not given) do in these assays?
F508del corr: -1.2; GSIS activator: -17; miR-122 sensor: 31; FN deposit inh: -8

What do the screens show for `COc1cccc(NC(=S)N2CCC(C(=O)c3ccc(F)cc3)CC2)c1`?
F508del corr: -1.7; GSIS activator: -5; PglD DTNB: -1; Cneo AK release: 2; C2C12 statin: 38; PGC1a acetyl inh: 2; miR-122 sensor: -2; FN deposit inh: -12

How did O=S(=O)(/N=C(/Nc1ccc(F)c(F)c1F)c1ccccc1)c1ccccc1 do in these assays?
GSIS activator: 16; PglD DTNB: -4; Cneo AK release: 5; PGC1a acetyl inh: 1; miR-122 sensor: 7; FN deposit inh: -3

What do the screens show for `Cc1nc(CCNC(=O)CC2C(=O)NCCN2Cc2ccccc2)nc2c1CCC2` (stereo not given)?
F508del corr: -0.6; GSIS activator: 3; PglD DTNB: 6; Cneo AK release: 0; C2C12 statin: 6; PGC1a acetyl inh: 3; miR-122 sensor: -1; FN deposit inh: 2

How did CCCC(=O)Nc1ccc2c(c1)C(=O)N(C)C[C@@H](OC)[C@@H](C)CN(Cc1cncnc1)[C@@H](C)CO2 do in these assays?
F508del corr: -1.5; GSIS activator: 0; PglD DTNB: -1; Cneo AK release: -9; C2C12 statin: 0; PGC1a acetyl inh: -2; FN deposit inh: 3

What do the screens show for `Cc1cc(NC(=O)c2ccccc2)sc1C`?
PglD DTNB: 3; Cneo AK release: -7; C2C12 statin: -16; PGC1a acetyl inh: 2; miR-122 sensor: 13; FN deposit inh: 7

Results for CSCCC(c1nnnn1Cc1ccccc1)N1CCN(C/C=C/c2ccccc2)CC1 (stereo not given) ?
F508del corr: -0.6; GSIS activator: -34; PglD DTNB: 2; Cneo AK release: -19; C2C12 statin: -14; PGC1a acetyl inh: 1; miR-122 sensor: -1; FN deposit inh: -13

What do the screens show for `CC(C)(C)NS(=O)(=O)c1ccc(NC(=O)C2CCCO2)cc1` (stereo not given)?
F508del corr: -1.4; GSIS activator: 20; PglD DTNB: 2; Cneo AK release: 10; C2C12 statin: 0; PGC1a acetyl inh: 4; miR-122 sensor: -9; FN deposit inh: 3

Results for FC(F)(F)c1cccc(Cc2noc(CN3CCCCC3c3ccccn3)n2)c1 (stereo not given) ?
F508del corr: -0.4; GSIS activator: -58; PglD DTNB: 3; Cneo AK release: -2; C2C12 statin: 2; PGC1a acetyl inh: -2; miR-122 sensor: -6; FN deposit inh: 5

How did CO[C@H]1CN(C)C(=O)c2ccc(NC(=O)c3ccccc3)cc2OC[C@H](C)N(C)C[C@H]1C do in these assays?
GSIS activator: 1; PglD DTNB: 2; Cneo AK release: -3; C2C12 statin: -10; miR-122 sensor: 1[16.7 µM]; FN deposit inh: -6

Results for COC(=O)c1ccc(/C=N/NC(=O)C2CC(=O)N(c3ccc(OC)cc3)C2)cc1 (stereo not given) ?
F508del corr: 1.0; GSIS activator: 4; PglD DTNB: 5; Cneo AK release: 3; C2C12 statin: -3; PGC1a acetyl inh: 5; miR-122 sensor: 1; FN deposit inh: 7

How did CC(C)C(=O)N1CCCC1(C)C(=O)Nc1ccc(F)cc1 (stereo not given) do in these assays?
F508del corr: 2.4; GSIS activator: 6; PglD DTNB: -3; Cneo AK release: 1; C2C12 statin: 1; PGC1a acetyl inh: -3; miR-122 sensor: -4; FN deposit inh: 0

How did CCOC(=O)Nc1ccc2c(c1)Cc1cc([N+](=O)[O-])ccc1-2 do in these assays?
F508del corr: -1.1; GSIS activator: -2; C2C12 statin: -5; PGC1a acetyl inh: 11; miR-122 sensor: -10; FN deposit inh: 3

How did Cc1ccccc1NS(=O)(=O)c1cccc(C(=O)Nc2cccc(C(=O)O)c2)c1 do in these assays?
F508del corr: 2.2; GSIS activator: 13; PglD DTNB: -5; Cneo AK release: -1; C2C12 statin: 0; PGC1a acetyl inh: 14; miR-122 sensor: -3; FN deposit inh: 14

How did O=S(=O)(Cc1ccccc1Cl)N1CCN(Cc2ccc3c(c2)OCO3)CC1 do in these assays?
PglD DTNB: -3; Cneo AK release: -1; C2C12 statin: -8; PGC1a acetyl inh: -15; miR-122 sensor: -1

Results for COc1cccc(NC(=O)[C@H](CC(C)C)NC(=O)[C@@H]2Cc3ccccc3CN2)c1 ?
F508del corr: 1.7; GSIS activator: -4; PglD DTNB: 2; Cneo AK release: -1; C2C12 statin: 6; PGC1a acetyl inh: 5; miR-122 sensor: -10; FN deposit inh: -6

How did C[C@H](CO)N1C[C@H](C)[C@@H](CN(C)CC2CCCCC2)Oc2ccc(NC(=O)NC3CCCCC3)cc2C1=O do in these assays?
F508del corr: 0.0; GSIS activator: -2; PglD DTNB: -4; Cneo AK release: 6; C2C12 statin: 5; PGC1a acetyl inh: 0; miR-122 sensor: 3[16.7 µM]

Results for COc1ccc(NC(=O)C(c2ccc(OC)cc2)N(C)C(=O)CNC(C)=O)cc1 (stereo not given) ?
PglD DTNB: 3; Cneo AK release: 0; C2C12 statin: 17; PGC1a acetyl inh: 0; miR-122 sensor: 1; FN deposit inh: 2

How did COc1ccccc1NC(=O)c1ccc(NC(=O)COC(=O)c2ccc(O)cc2)cc1 do in these assays?
F508del corr: 2.7; GSIS activator: 4; PglD DTNB: 5; Cneo AK release: 1; C2C12 statin: -2; PGC1a acetyl inh: 1; miR-122 sensor: 13; FN deposit inh: -1

What do the screens show for `CCOC(=O)c1[nH]c(=S)n(-c2ccccc2)c1C(=O)OCC`?
F508del corr: -2.1; PglD DTNB: -1; Cneo AK release: 3; C2C12 statin: 16; PGC1a acetyl inh: -2; miR-122 sensor: -2; FN deposit inh: 2
